Ec RNAP inh: blocks E. coli RNA polymerase transcription; P0A8V2; fluorescence transcription assay; inhibition, %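 (tested at 10 µM)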; hit rate 0.2% among 62,000; AID 559; in the data active = inhibition above about 20%;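 note: 0% = enzyme without compound and 100% = no enzyme blank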
Jurkat tox 60K: cytotoxicity toward Jurkat cells; hit rate 1.2% among 56,000; inhibition, % at 4 µM; Jurkat E6.1 viability, ATP luminescence, 48 h;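 active = inhibition above the mean inhibition of all tested compounds plus 3 SD, cut at about 28% in these data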
M1 antagonist: blocks the rat M1 muscarinic receptor response to acetylcholine. P08482. hit rate 3.4% among 64,000. B-score at 10 µM. CHO-M1 cells, Fluo-4 calcium, ACh EC80 antagonist mode; active compounds read low;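 active = calcium fluorescence response, raw or row-and-column corrected B-score, differing from the plate sample mean either way at a set confidence level, mostly lower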
M1 ag: M1 muscarinic receptor agonism; CHO-M1 cells, Fluo-4 calcium fluorescence, agonist mode; active compounds read high; B-score at 10 µM; hit rate 3% among 64,000;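 active = fluorescence rise, raw or as B-score row- and column-corrected plate score, outside the 99.7% band of its plate's samples, either direction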
TNAP act DEA: activates human TNAP at intermediate phosphate acceptor concentration; 64,000 tested, under 10 active; purified TNAP, CDP-star luminescence, 100 mM DEA, 30 min; active compounds read high; scale: 0 levamisole-inhibited, 1 vehicle-only enzyme; AID 813; activation factor at 20 µM;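 active = activation factor of at least 2 at 20 µM, relative to controls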
S1P1 ag pot: S1P1 (human) agonism or agonism potentiation; hit rate 0.57% among 56,000; P21453; S1P1 CRE-bla cells, forskolin, beta-lactamase FRET, potentiator mode; S1P1 agonist co-added at EC20, 2 nM; 100% = saturating reference agonist, 0% = basal; AID 449; activation, % at 9.5 µM;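 active = activation above a cutoff set at the mean activation of all tested compounds plus 3 SD, cut at about 54% in these data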;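 note: forskolin at 4 µM as EC80 and the EC20 agonist is SEW2871; 100% = SEW2871 at its EC100 plus forskolin at EC80; some compounds past the cut are filed as inactive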
Target sequence (P21453 whole entry, looked up): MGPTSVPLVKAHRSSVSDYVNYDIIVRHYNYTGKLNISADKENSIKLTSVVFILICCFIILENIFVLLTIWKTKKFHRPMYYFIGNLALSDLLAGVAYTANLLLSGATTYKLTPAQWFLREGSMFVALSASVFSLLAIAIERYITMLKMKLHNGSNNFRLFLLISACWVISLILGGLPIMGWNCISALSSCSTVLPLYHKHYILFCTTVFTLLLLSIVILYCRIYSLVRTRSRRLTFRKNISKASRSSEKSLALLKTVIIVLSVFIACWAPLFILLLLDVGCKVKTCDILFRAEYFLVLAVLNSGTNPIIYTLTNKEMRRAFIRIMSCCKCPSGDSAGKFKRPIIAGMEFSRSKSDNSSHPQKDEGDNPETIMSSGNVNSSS
D1 allo mod: D1 dopamine receptor (human) allosteric modulation | P21728 | HEK293 D1, CRE-luciferase, dopamine EC30 potentiation; actives deviate in either direction | B-score at 10 µM | hit rate 5.9% among 58,000 | AID 641;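 active = luminescence count or its row- and column-corrected plate score outside the 99.7% band of the plate's sample wells, on either side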
Target sequence (P21728 whole entry, looked up): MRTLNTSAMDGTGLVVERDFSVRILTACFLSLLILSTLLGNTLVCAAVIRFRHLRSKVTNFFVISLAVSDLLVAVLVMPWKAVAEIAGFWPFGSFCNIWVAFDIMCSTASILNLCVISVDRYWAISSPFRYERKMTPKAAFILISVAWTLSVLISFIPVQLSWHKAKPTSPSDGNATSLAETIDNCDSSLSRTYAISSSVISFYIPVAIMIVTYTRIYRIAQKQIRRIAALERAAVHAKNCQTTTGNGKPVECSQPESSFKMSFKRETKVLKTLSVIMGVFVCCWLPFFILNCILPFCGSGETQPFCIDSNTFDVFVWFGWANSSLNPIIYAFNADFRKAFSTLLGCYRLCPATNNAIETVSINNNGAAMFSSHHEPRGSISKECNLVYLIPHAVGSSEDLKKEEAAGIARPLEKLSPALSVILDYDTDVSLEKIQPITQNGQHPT
HEK293 NFkB inh: lowers PMA/ionomycin-induced NF-kB signal in HEK293 cells; inhibition, % at 3 µM; AID 465; hit rate 0.21% among 62,000; HEK-293 NF-kB luciferase reporter, luminescence;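 active = inhibition above the mean of all tested compounds plus 3 SD, cut at about 40% in these data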;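 note: 0% = stimulated DMSO wells and 100% = 10 µM reference inhibitor 5653914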
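Reagent: PMA plus ionomycin mix as NF-kB-activating stimulus. Assay system: NF-kB luciferase reporter HEK-293 cells. Technique: luminescence from luciferase substrate reagent. Incubation: 1 h compound pre-incubation, 16 h PMA/ionomycin at 37 °C. Benchmarks: DMSO only as uninhibited control, 10 µM reference inhibitor as full inhibition. Repeats: tested once.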
S1P3 agonist: S1P3 (human) receptor agonism. Q99500. S1P3 NFAT-BLA reporter cells, FRET ratio; relative to 1 µM S1P, basal subtracted. activation, % at 4.5 µM. hit rate 0.1% among 60,000;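 active = activation above the screen-wide mean plus 3 SD, cut at about 4.5% in these data, passing the limit was not always enough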; note: some compounds called inactive have numbers as strong as hits
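Material: Human S1P3 NFAT-BLA reporter CHO cells | Incubation: Overnight plating, 4 h compound 37 °C, 2 h substrate RT | Signal: FRET β-lactamase substrate fluorescence, excitation 405 nm, 460/535 nm emission ratio, background-subtracted | Compound: 4.5 µM final, single dose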
An asterisk follows results filed as active; x = no result given.

SMILES | Ec RNAP inh | Jurkat tox 60K | M1 antagonist | M1 ag | TNAP act DEA | S1P1 ag pot | D1 allo mod | HEK293 NFkB inh | S1P3 agonist
CC(=O)C1=C(O)C=C(c2ccco2)CC1c1ccco1 (configuration not stated) | 6 | 1 | -0.14 | 1.5 | 0.9 | -22 | 0.0066 | 1 | 0.3
O=C(Nc1c(C(=O)N2CCOCC2)cnn1-c1ccccc1Cl)c1ccco1 | 4 | -1 | -0.81 | 0.06 | 1 | -15 | -0.6 | 11 | -0.2
CC(C)c1ccc(OCC(O)Cn2cnc3ccccc32)cc1 (configuration not stated) | -6 | 21 | -0.88 | 0.38 | 1 | 30 | -1.2 | 14 | -2.1
O=C(c1nc2ncccn2n1)N1CCN(c2ccccc2)CC1 | 4 | 6 | -0.16 | -0.63 | 0.9 | 28 | -0.43 | 20 | -1.3
CCC(=O)Nc1sc(C(=O)N2CCCCC2)c(C)c1C#N | 1 | 0 | -0.55 | -0.13 | 0.9 | -15 | -0.11 | 9 | -0.8
Cn1c(=O)c2c(nc(CN3CCN(C(=O)c4ccco4)CC3)n2Cc2ccc(F)cc2)n(C)c1=O | x | 6 | 0.14 | 0.026 | x | 14 | -0.55 | 4 | -0.4
COC(=O)c1sc(S(=O)(=O)NCc2cccs2)c(C(=O)OC)c1C | 4 | -2 | -1 | -0.59 | 0.9 | -6 | 0.85 | 5 | -1.6
O=C(O)CSc1nnc(Cn2cnc3ccccc32)n1CCc1ccccc1 | 7 | -3 | 0.3 | 0.78 | 0.9 | -22 | -0.39 | 6 | 0.1
CCOC1(OCC)N=C(N)C2(C#N)C(c3cccc(OC)c3OC)C12C#N (configuration not stated) | 7 | 1 | 0.76 | -0.018 | 0.9 | -7 | -0.17 | 16 | -0.1
COc1ccc(CNC(=O)COC(=O)c2c[nH]c(=O)[nH]c2=O)cc1OC | -3 | -10 | -0.027 | -0.57 | 0.9 | 0 | -0.094 | 6 | -0.2
CCOCCn1c(CN2CCN(c3cccc(Cl)c3)CC2)nc2c1c(=O)n(C)c(=O)n2C | 8 | 9 | -0.26 | -0.18 | 0.9 | 14 | 0.26 | 11 | 1.6
COc1ccc(-c2cn3c(C)c(C(=O)Nc4cccc(C)n4)sc3n2)cc1 | 10 | 10 | 1.1 | 0.72 | 0.9 | -9 | -0.89 | -26 | -0.4
CC1=CCC(C(=O)O)C(C(=O)O)C1 (configuration not stated) | 0 | x | 0.29 | -2.5e-05 | 0.9 | x | 0.54 | x | x
COc1ccc(CCNC(=O)CCn2cccc2)cc1OC | 8 | -1 | 0.88 | -0.14 | 1 | -15 | 0.4 | -4 | 0.0
O=S(=O)(c1cccc(S(=O)(=O)N2CCC(n3nnc4ccccc43)CC2)c1)N1CCCCC1 | 7 | 1 | -1 | 0.29 | 0.9 | 30 | 0.049 | 8 | 0.8
COCCn1c(=NC(=O)CSC(C)=O)sc2cc(OC)ccc21 | 5 | 2 | -0.1 | 0.038 | 0.9 | -16 | x | 14 | -0.6
Nc1nnc(CSCc2ccc(F)cc2)s1 | 0 | x | 1.1 | -0.52 | 0.8 | 4 | 0.44 | x | -2.1
O=C1c2ccccc2NC(c2ccc3c(c2)OCO3)N1O (configuration not stated) | 7 | 4 | -0.012 | 0.41 | 0.9 | 2 | -0.57 | 0 | -0.3
CC(=O)Nc1ccc(Oc2ccc3nc(C)[nH]c3c2)cc1 | 9 | x | 0.71 | 1.2 | 0.8 | 1 | 0.25 | x | -4.8
CC(C)(C)C1CCC(OC(=O)c2ccncc2)CC1 (configuration not stated) | 6 | 1 | -0.56 | -0.55 | 0.9 | 8 | -0.4 | 20 | 2.2
Cn1c(=O)c2cc(S(=O)(=O)Nc3ccc4c(c3)OCO4)ccc2n(C)c1=O | 4 | 4 | -2.1 | -0.41 | 1 | x | 0.92 | 11 | 0.1
CN1CCN(c2nc(N3CCN(c4ccccc4)CC3)ncc2F)CC1 | -2 | 10 | -0.59 | -1.1 | 0.9 | -31 | -1.4 | 15 | -0.6
N#CCCN(CCC#N)c1nnc(-c2ccccc2)s1 | 11 | x | 0.18 | -0.58 | 0.9 | 13 | 0.25 | x | -0.2
CCS(=O)(=O)Nc1ccc(-c2nnc(SCC(=O)OC)o2)cc1 | 9 | -5 | -0.62 | 0.3 | 0.9 | -4 | -0.91 | 10 | -0.1
O=C(O)C1CC(=O)N(Cc2ccc3c(c2)OCO3)C1 (configuration not stated) | 5 | 4 | 0.016 | -0.017 | 1 | -5 | 0.97 | 18 | 0.7
O=C(CN1C(=O)CNC1=O)Nc1cccc(C(F)(F)F)c1 | -4 | -5 | -0.0047 | 0.17 | 1 | -6 | 2.6 | 16 | -0.4
CN(C)c1ccc(CNn2cnnc2SCc2ccc(F)cc2)cc1 | 3 | 4 | -0.18 | -0.68 | 0.9 | -27 | 1.4 | 14 | -0.5
Cc1ccc(NCC(O)C(O)C(O)CO)cc1C (configuration not stated) | 8 | -4 | -0.2 | 0.0022 | 0.9 | -8 | -0.34 | 14 | 0.2
CC(C)C(c1nnnn1C1CCCC1)N(C)C1CCCCC1 (configuration not stated) | 5 | -4 | -0.09 | 9.7* | 1 | -11 | 0.27 | 6 | -0.1
O=C(CN1C(=O)COc2ccccc21)N(Cc1ccccc1)Cc1ccccn1 | 12 | 1 | -0.24 | -0.16 | 0.9 | -12 | 0.34 | 18 | 0.5
COC(=O)CCN(C1CCCCC1)S(=O)(=O)c1ccc(S(=O)(=O)N2CCCCC2)cc1 | 9 | 1 | -1 | 0.014 | 0.9 | 13 | -0.91 | 18 | -0.8
CCN(CC)C(=O)CN1C(=O)C2CC=C(Cl)CC2C1=O (configuration not stated) | 5 | 4 | -0.24 | 3.5 | 0.9 | 4 | 0.15 | -4 | -0.7
Nc1nnnn1/N=C/c1ccccn1 | 8 | x | -0.31 | 0.37 | 0.9 | 11 | -0.024 | x | -5.3
O=S(=O)(NC1CCc2ccccc21)c1ccc(S(=O)(=O)N2CCCC2)cc1 (configuration not stated) | 4 | 7 | -0.0084 | -0.7 | 0.8 | 16 | -0.043 | 19 | -1.3
Cc1ccc(CS(=O)(=O)Cc2ccc(C(=O)NCCCN3CCOCC3)o2)cc1 | 3 | 3 | 0.16 | 1.1 | 1 | -6 | 0.083 | 10 | -0.1
CC(C)CCOCC(=O)Nc1cccc(C(=O)O)c1 | 8 | -5 | -1.1 | 1.9 | 0.9 | -3 | -1.4 | -23 | -0.2
COc1ccccc1N(CN1CCCC1=O)C(=O)c1c(F)cccc1Cl | 2 | 5 | 0.35 | 0.32 | 0.9 | -20 | -0.31 | -8 | -1.9
C(=N/n1c2ccccc2c2ccccc21)/c1ccco1 | 16 | -4 | 0.15 | 0.21 | 0.8 | 4 | -0.22 | 12 | -0.6
Cc1[nH]c2ccc(Br)cc2c(=O)c1CN1CCOCC1 | 8 | -1 | 0.86 | -0.14 | 0.9 | -11 | -0.017 | 10 | -0.2
O=C(COC(=O)c1ccc[nH]c1=O)NCC1CCCO1 (configuration not stated) | 11 | -4 | 0.7 | -0.37 | 0.9 | 9 | 0.19 | 8 | -0.3
CCCc1cc(=O)[nH]c(SCC(=O)Nc2ccc(OC(F)F)cc2)n1 | 2 | -1 | -0.058 | -0.1 | 0.9 | -13 | 0.12 | 25 | -0.4
O=C(CN(Cc1ccccc1Cl)C(=O)c1ccc(CN2CCOCC2)o1)NCc1ccccc1 | 7 | 7 | -0.28 | 0.063 | 1 | 15 | -0.11 | 8 | -0.7
CCOC(=O)/C=C1\SCC(=O)N1CC(=O)c1ccc[nH]1 | -3 | 4 | 0.82 | -0.3 | 0.9 | 9 | -0.23 | 9 | -0.9
FC(F)(F)c1cc(-c2ccco2)nc(-n2cnc3ccccc32)n1 | 0 | 5 | 0.4 | 0.15 | 1 | -2 | 0.13 | 10 | -0.8
O=C(COC(=O)c1cc(-c2ccco2)nc2ccccc12)NCc1ccc2c(c1)OCO2 | -4 | x | -0.22 | 1 | 0.9 | x | 3.9 | 18 | x

Reformatted with values under each structure: entries from further up
Every second line gives: Ec RNAP inh, Jurkat tox 60K, M1 antagonist, M1 ag, TNAP act DEA, S1P1 ag pot, D1 allo mod, HEK293 NFkB inh, S1P3 agonist
> O=S(=O)(NC1CCc2ccccc21)c1ccc(S(=O)(=O)N2CCCC2)cc1 (configuration not stated)
    4, 7, -0.0084, -0.7, 0.8, 16, -0.043, 19, -1.3
> Cc1ccc(CS(=O)(=O)Cc2ccc(C(=O)NCCCN3CCOCC3)o2)cc1
    3, 3, 0.16, 1.1, 1, -6, 0.083, 10, -0.1

More records
SMILES | Ec RNAP inh | Jurkat tox 60K | M1 antagonist | M1 ag | TNAP act DEA | S1P1 ag pot | D1 allo mod | HEK293 NFkB inh | S1P3 agonist
N#CCCSCc1ccc2oc(C(=O)O)cc2c1 | 8 | -5 | 0.91 | 0.067 | 0.9 | -14 | 0.69 | 6 | -0.2
CN(C1CCS(=O)(=O)C1)S(=O)C12CC3CC(CC(C3)C1)C2 (configuration not stated) | 4 | -12 | -0.95 | -0.31 | 0.9 | -10 | 0.42 | 1 | 0.2
CCC(=O)N1CCc2cc(S(=O)(=O)NCCC(=O)NC3CCCc4ccccc43)ccc21 (configuration not stated) | 0 | 4 | 0.76 | 0.18 | 1 | 21 | 3.8* | 10 | -0.5
O=S1(=O)N=CN(Cc2cccc(F)c2)c2ccccc21 | 4 | 1 | -0.51 | 0.62 | 0.9 | -4 | -0.31 | -3 | 0.7
COc1c(F)c(F)c(C(=O)Nc2ccc(NC(=O)c3ccco3)cc2)c(F)c1F | 9 | -12 | -0.1 | 0 | 0.9 | x | 0.0056 | -7 | -0.7
Cn1c(=O)c2c(nc(SCC(=O)OCc3ccccc3)n2C)n(C)c1=O | 5 | -7 | 0.7 | 1.2 | 0.9 | -32 | -0.67 | 2 | 0.5
O=C(OCC(=O)N(C1CCCCC1)C1CCCCC1)c1cnccn1 | 0 | 5 | -0.88 | -1.1 | 0.9 | 12 | 0.24 | 5 | 0.4
CCOC(=O)N1CCN(c2nc(-c3ccc(F)cc3)cs2)CC1 | x | 2 | -0.55 | -1.5 | 1 | 50 | -1.3 | 1 | 0.4
Cn1c(NCc2ccco2)nc2c1c(=O)n(Cc1ccc(Cl)cc1)c(=O)n2C | 6 | -2 | 0.99 | -1 | 0.9 | 3 | -0.91 | 6 | -0.7
CSc1nc(=NC(C)=O)ss1 | 6 | -4 | -0.19 | 0.48 | 0.9 | -1 | -0.014 | -6 | 0.0
O=C1CC(c2ccco2)CC(O)=C1C=NCC1NCCc2ccccc21 (configuration not stated) | -6 | 4 | -0.13 | 0.091 | 1.1 | -7 | -0.59 | 21 | -0.3
CCOc1cccc2sc(NC(=O)c3ccc(Br)s3)nc12 | 10 | 0 | -0.56 | -0.29 | 0.9 | 52 | -2.7 | -12 | -0.5
O=C1CCCC2=C1C(c1ccccc1O)C1=C(CCCC1=O)O2 | 7 | 5 | -0.25 | -0.46 | 1 | 9 | -0.59 | 11 | 0.5

Quoted from the listing.
In Ec RNAP inh, COc1c(F)c(F)c(C(=O)Nc2ccc(NC(=O)c3ccco3)cc2)c(F)c1F has the entry 9
In HEK293 NFkB inh, CCC(=O)N1CCc2cc(S(=O)(=O)NCCC(=O)NC3CCCc4ccccc43)ccc21 (configuration not stated) has the entry 10
In S1P1 ag pot, Cn1c(=O)c2c(nc(SCC(=O)OCc3ccccc3)n2C)n(C)c1=O has the entry -32
In D1 allo mod, N#CCCSCc1ccc2oc(C(=O)O)cc2c1 has the entry 0.69
In S1P3 agonist, O=C1CC(c2ccco2)CC(O)=C1C=NCC1NCCc2ccccc21 (configuration not stated) has the entry -0.3

Compound activity as filed in PubChem BioAssay.
